Source: PubChem (several laboratories)
VHR inh abs = blocks human VHR1 dual specificity phosphatase; inhibition, % at 13.3 µM; AID 1654; recombinant VHR phosphatase, pNPP absorbance; 290,000 compounds, 0.52% hits; in the data active means inhibition above about 50%; further: some compounds called inactive have numbers as strong as hits
TcdB GH inh = inhibitors of Clostridioides difficile toxin B glycohydrolase | AID 652162 | 350,000 compounds, 0.24% hits | inhibition, % at 9.99 µM | P18177 | TcdB glycohydrolase enzymatic assay, plate reader; in the data active means inhibition above about 10%
PfHsp40 rescue = rescue of PfHsp40-mediated yeast toxicity; 340,000 compounds, 0.68% hits; AID 504582; growth rescue, % at 12.5 µM; S. cerevisiae expressing PfHsp40, growth rescue, ATP luminescence; in the data active means growth rescue above about 28%, passing the limit was not always enough; inconclusive means no clear call, values can overlap the other calls;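 further: yeast W303a lacking pdr1 and pdr3 grown in galactose medium; growth measured after three days at 30 °C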
MazF activator = activators of E. coli MazEF toxin-antitoxin RNase; FAM/BHQ RNA-DNA oligo cleavage fluorescence, 5 h; activation, % at 20 µM; 350,000 compounds, 0.32% hits; AID 504720; in the data active means activation above about 50%
Anthrax LF inh2 = blocks Bacillus anthracis lethal factor protease. multiplex microsphere protease cleavage assay, LF. inhibition, % at 10 µM. 360,000 compounds, 0.12% hits. AID 588501; in the data active means inhibition above about 30%; inconclusive means no clear call, values can overlap the other calls; further: plate controls were buffer without enzyme for full effect and enzyme alone for no effect
Rv3671c inh = inhibitors of M. tuberculosis serine protease Rv3671c; 320,000 compounds, 0.048% hits; P9WHR9; inhibition, % at 5.96 µM; AID 2606; in the data active means inhibition above about 38%;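 further: extracellular domain of Rv3671c used as enzyme; 0% = enzyme with DMSO and 100% = no enzyme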
SARS 3CLpro inh = SARS-CoV 3CLpro protease inhibition | 290,000 compounds, 0.14% hits | P0C6X7 | recombinant SARS-CoV 3CLpro, quenched FRET peptide cleavage | AID 1706 | inhibition, % at 6 µM; in the data active means inhibition above about 12%
SSB-PriA inh = blocks PriA binding to SSB C-terminal tail | AlphaScreen SSBct-PriA binding, biotinylated peptide | inhibition, % at 33 µM | 430,000 compounds, 0.6% hits | AID 1272365; in the data active means inhibition mostly above about 37%, no sharp cut-off; inactive means mostly below about 20%;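 further: plate controls were negative control peptide for no effect and reference peptide for full effect; strong numbers were not always called active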
BH1578 lux ind = inducers of Vibrio cholerae quorum light production without autoinducers | V. cholerae BH1578 lux reporter, luminescence, 6 h | activation, % at 18.7 µM | 350,000 compounds, 0.16% hits | AID 588436; in the data active means activation mostly above about 9.7%, no sharp cut-off; inconclusive means no clear call, values can overlap the other calls; inactive means mostly below about 3.7%; further: not every result past the cut was called active; inactives centre near 0; reference of the scale not given here
Y pestis TopoI = blocks Yersinia pestis topoisomerase I activity. AID 504884. 360,000 compounds, 0.064% hits. Y. pestis Topo-I cleavage product accumulation, plate reader. activity, % at 10 µM; in the data active means activity above about 50%, passing the limit was not always enough; inconclusive means no clear call, values can overlap the other calls; further: inactives centre near 2
The depositor's hits bear a star; i = inactive; ? = inconclusive; . = no result given; & = joins results of further samples.

Each structure is followed by: SARS 3CLpro inh	BH1578 lux ind	PfHsp40 rescue	MazF activator	Anthrax LF inh2	Rv3671c inh	VHR inh abs	Y pestis TopoI	SSB-PriA inh	TcdB GH inh
> COc1cc(/C=C/c2nc3ccccc3c(=O)n2-c2ccc(O)cc2)ccc1O
    1	-0.3	0.5	-16	6	-10	0	-9	-6	0.8
> COc1cccc2c(SCC(=O)N/N=C/c3ccc(O)c(O)c3)cc(C)nc12
    0	0.0	-0.1	11	-4	24	32	-1	.	-0.8
> CCOC(=O)C1(CCOC)CCN(C(C)CCc2ccc(OC)cc2)CC1 (stereo not given)
    1	i	-2.1	3	-9	-7	20	0	-16	-0.7
> CCCN(CCC)CCCNC(=O)Cn1cnc2sc(C)c(S(=O)(=O)N3CCC(C)CC3)c2c1=O
    4	-3.3	-2.4	4	5	0	31	16	7	-0.4
> c1ccc(CSc2nnc3ccc(-c4ccncc4)nn23)cc1
    4	-2.0	-0.1	3	-16	0	22	5	-6	1.2
> COc1cccc(CN(C)C(=S)Nc2cccc(C)c2)c1
    6	-0.3	3.5	6	-2	8	30	8	-8	1.3
> O=C(Nc1ccccc1C(=O)NCCc1ccccc1)c1cnccn1
    3	-0.2	-1.7	6	-3	1	17	3	-1	1.3
> O=C(NCc1ccccc1)c1ccc(CN(c2ccccn2)S(=O)(=O)c2ccccc2)cc1
    0	-0.2	-0.9	0	2	-14	11	23	2	.
> Cc1cccc(OCCOC(=O)Nc2ccccc2)c1
    4	-0.2	4.7	-3	0	-3	-13	-1	-27	0.3
> CN(CC(=O)Nc1ccccc1Cl)C(=O)Cn1cc(C(F)(F)F)cc(Cl)c1=O
    .	-1.1	-0.2	-3	6	5	.	3	-4	2.3
> Cc1ccc(S(=O)(=O)N(C)C)cc1NC(=S)NNC(=O)C(N)=O
    -2	-0.2	-0.4	4	-5	6	30	13	1	-0.2
> CCOc1ncccc1C(=O)NNC(=O)CSc1ccc(Cl)cc1
    .	i	-1.2	4	.	4	.	8	-11	1.0
> COc1ccc(CN2C(=O)CC(=O)NC2=O)cc1
    -4	i	-0.4	-3	-3	-9	8	-3	-19	.
> COc1cc2c(cc1OC)CN(CC(=O)Nc1ccc(F)cc1)CC2
    3	0.6	-2.0	9	0	5	2	3	12	1.4
> CCn1ccnc1CN1CCc2c([nH]c3ccccc23)C1CC(C)C (stereo not given)
    0	1.6	1.3	11	1	5	0	3	-1	1.6
> CCOc1ccc(S(=O)(=O)N(CC)CC(=O)NCc2cccnc2)cc1C
    -6	i	-0.6	3	-4	1	12	3	-10	1.7
> Nc1ccncc1
    -3	i	0.5	2	-7	-1	-15	0	-11	-0.3
> COCC1CCCN(Cc2cn(-c3ccccc3F)nc2-c2cc(C)sc2C)C1 (stereo not given)
    4	-0.2	-0.9	-1	-6	6	44	20	-13	-0.8
> O=C(NCCc1ccccc1)C1CCN(S(=O)(=O)c2cccnc2)CC1
    -8	.	0.6	2	-5	1	0	2	-11	0.2
> COc1ccccc1C(=O)NC(CCSC)C(=O)NNC(=O)c1ccccc1C (stereo not given)
    .	-0.7	-0.2	6	.	8	.	7	-1	0.9
> O=C(N/N=C/c1ccc(OC(=O)c2ccccc2Cl)cc1)c1ccc(O)cc1
    -8	3.9	-0.1	-7	-1	-69	22	-1	.	0.7
> CCC(=O)c1c[nH]c(C(=O)NCc2ccco2)c1
    -5	-2.8	-0.3	2	2	10	-7	-5	-5	.
> Cc1c(C(=O)N2CCCC2)oc2c1-c1[nH]ncc1CC2
    -2	-0.1	-0.6	3	-6	1	-7	2	-16	-2.7
> O=C(CCCCN1CCCCC1)c1ccccc1
    .	-0.3	0.0	10	-7	4	.	-5	-6	0.2
> CCNc1nc(Cl)nc(-c2cn(-c3ccccc3)c3ccccc23)n1
    -2	i	9.2	14	17	-7	-6	10	16	0.8
> CCC(=O)N1CCCC(C)(C(=O)Nc2ccc3oc(CC)nc3c2)C1 (stereo not given)
    .	-0.3	.	.	-2	.	.	2	.	0.2
> CC1CCN(CCNC(=S)Nc2ccc(Cl)cc2)CC1
    0	-0.4	-0.3	-2	-7	7	-5	-3	11	0.6
> O=C(Nc1ccccc1C(=O)O)c1cccc(NC(=O)c2ccccc2Br)c1
    1	-0.9	1.0	-6	-7	-4	6	0	-12	-3.2
> COCC(=O)NC1CCN(C(=O)NCc2ccccc2)CC1
    -2	-0.3	0.9	-1	3	-1	-14	6	-12	.
> CSc1ncc(Cl)c(C(=O)Nc2c(C)cccc2C)n1
    -6	i	0.2	-6	-4	-9	2	-2	-4	1.0
> CCCc1ncc(C(O)c2ccc(OC)cc2)n1C (stereo not given)
    -3	i	-1.3	-4	5	-5	18	2	-7	.
> O=C(CN1CCCCC1)NNc1nc(-c2ccccc2)c2cc(Cl)ccc2n1
    5	-0.4	-1.3	2	-2	1	6	25	-1&-9	-3.1
> N#Cc1cnc2cc(-c3ccccc3)nn2c1N
    1	-0.4	0.8	6	-22	-1	-1	-4	2	0.5
> CCOC(=O)c1cc(-c2ccc(C#N)cc2)nc2c1c(C)nn2CCC#N
    0	-5.0	-0.7	8	-1	2	-2	11	-26	.
> COc1ccc(CCCC(=O)Nc2ccc(F)cc2)cc1
    1	-0.2	-0.1	-3	-1	0	7	0	-24	1.5
> CCOC(=O)c1nc2c(ccc3ccccc32)cc1C
    -2	i	.	1	-8	-3	9	1	-35	0.6
> CCc1cc2c(=O)n(Cc3ccco3)c(SCC(=O)NC3CCS(=O)(=O)C3)nc2s1 (stereo not given)
    1	-0.3	1.5	1	-4	7	20	7	6	2.2
> Cc1ccc(OCC(=O)Nc2cc(C(=O)O)cc(C(=O)O)c2)cc1C
    1	-1.8	-0.3	7	-8	11	13	15	-12	-0.3
> O=C(Nc1ccc2nc(C3CC3)n(Cc3ccccc3)c(=O)c2c1)C1CC1
    -2	-3.6	1.8	16	1	-9	13	7	10	1.2
> CCC(=O)N1CCc2cc(S(=O)(=O)NCCC(=O)Nc3ccccc3C)ccc21
    -2	-0.4	-1.0	4	-16	-6	22	1	-17	.
> NC(=O)CNC(=O)c1cccc(Cl)c1
    -3	-0.9	-0.3	5	15	3	12	3	-15	1.2
> C=C(C)c1cccc(C(C)(C)NC(=O)Nc2ccc(OC)cc2)c1
    4	-5.6	0.1	5	-1	3	22	-2	-10	0.1
> CN(C)S(=O)(=O)Nc1cc(F)cc(F)c1
    5	-0.1	0.5	-5	-8	-2	21	-4	-14	1.1
> O=C(NNc1cc(N2CCOCC2)nc(N2CCOCC2)n1)c1ccc(Cl)cc1Cl
    1	-0.2	0.0	1	0	2	-5	3	0	.
> Cc1cccc(NC(=O)CSc2nc(N)cc(N)n2)c1
    7	i	-0.5	1	-4	-7	-5	0	-4	.
> O=C(NC1CCCCC1)c1ccc(S(=O)(=O)NCc2ccco2)cc1
    0	-6.2	-0.6	-1	-6	-7	-4	-1	-19	.
> Cc1cccc2[nH]c(-c3ccc(NC(=O)c4ccco4)cc3)nc12
    -3	-5.6	4.8	-5	-1	-22	6	-12	-13	.
> COC1=C/C(=C/c2c(N)n3nc(CC(=O)N4CCCC4)sc3nc2=O)C=CC1=O
    -2	1.9	-0.3	-19	-2	-16	9	0	.	-7.4
> Cc1cc(Nc2ncc(Cl)cc2Cl)n(-c2ccccc2C)n1
    6	-0.1	-0.2	5	-1	-7	4	2	-6	.
> CN(CC(=O)Nc1ccc(F)cc1)C(=O)c1ccccc1Sc1ccccc1C#N
    .	i	-0.6	-3	-2	.	.	27	1	1.0

Remaining list, next part:
Each structure is followed by: SARS 3CLpro inh	BH1578 lux ind	PfHsp40 rescue	MazF activator	Anthrax LF inh2	Rv3671c inh	VHR inh abs	Y pestis TopoI	SSB-PriA inh	TcdB GH inh
> CN(/N=C/c1cc(Cl)cc(Cl)c1O)C(=S)NC(C)(C)C
    4	-0.5	-0.4	-2	-2	2	10	-8	.	0.3
> CCc1cc2cc3c(cc2nc1SCC(=O)Nc1c[nH]c(=O)[nH]c1=O)OCO3
    5	2.2	1.0	4	5	0	-3	0	-8	0.7
> O=C(CSc1nc2c([nH]c3ccccc32)c(=O)n1-c1cccc(Cl)c1)N1CCOCC1
    -5	-0.3	-0.4	25	-13	-32	12	28	-16	-0.8
> O=[N+]([O-])c1ccc(N2CCCCCC2)c2nonc12
    -7	-1.3	-0.1	i	26	-41	4	-2	-13	3.2
> Cc1ccc(N=C2C(=O)Nc3ccc(Br)cc32)cc1
    1	-8.3	?	-1	-8	-11	-28	-1	0	0.2
> COc1cccc(C2C(C(=O)c3cc4ccccc4o3)=C(O)C(=O)N2c2cc(C)on2)c1 (stereo not given)
    3	0.5	1.7	11	2	-8	11	31	-7	1.4
> C/C(CC(=O)Nc1ccccn1)=N\NC(=O)C(=O)Nc1ccccc1C
    3	-1.4	0.8	0	-6	-3	6	6	.	.
> COc1ccc(C(=O)N(Cc2ccccc2)c2cccc(C)c2)cc1
    2	i	1.2	-4	-1	.	14	37	-20	0.3
> CN(C)S(=O)(=O)c1ccc(C(=O)N2CCCC2c2nc3ccccc3s2)cc1 (stereo not given)
    3	.	1.0	-2	-1	6	4	0	-22	.
> CNc1ncc(C(=O)c2ccc(-c3ccccc3)cc2)s1
    6	-0.4	0.1	-4	-3	-10	23	2	-11	-0.7
> CN(Cc1ccc(F)cc1)Cc1nc(-c2ccccc2)no1
    2	-0.3	0.7	5	3	0	-23	-2	-27	0.4
> Cc1noc(/C=C/c2ccco2)c1S(=O)(=O)N1CCC(C(=O)N2CCc3ccccc3C2)CC1
    3	-0.3	1.0	-6	-5	-24	26	31	0	.
> CN(c1ccccc1C(=O)Nc1ccc(F)c(F)c1)S(C)(=O)=O
    -5	-0.5	-0.6	6	0	-3	3	4	-2	-1.4
> COc1ccc(C2Nc3cc(OC)ccc3-n3cccc32)cc1 (stereo not given)
    -4	-1.9	-2.1	0	.	-2	-11	-15	-51	-2.0
> OCC[C@@H]1C[C@H](O)[C@@H](O)[C@@]2(OCCCc3ccccc32)O1
    3	-0.6	-0.4	6	2	-1	25	5	-13	0.7
> COc1ccc2cc3c(N)c(C(=O)NCc4ccco4)sc3nc2c1
    1	i	8.9	67*	2	6	-9	-20	-2	.
> C=CCOc1cccc(C2/C(=C(/O)c3ccc(Cl)cc3)C(=O)C(=O)N2CCN2CCOCC2)c1 (stereo not given)
    -4	.	22	-4	-9	-5	-1	2	.	.
> O=C(Oc1ccc(Nc2ncnc3ccccc23)cc1)c1cccnc1
    -1	-0.3	2.3	7	0	.	13	-4	1	1.9
> O=C(Nc1ccc(F)cc1Cl)c1ccc2c(=O)n3c(nc2c1)CCCCC3
    2	i	0.5	2	-4	3	38	-4	-15	.
> C[C@H](CO)N1C[C@H](C)[C@@H](CN(C)C(=O)Nc2cccc(F)c2)Oc2ncc(Br)cc2C1=O
    .	-0.3	.	1	5	.	.	-8	.	1.0&0.7

Brought forward from above: 2 compounds, then new ones.
Each structure is followed by: SARS 3CLpro inh	BH1578 lux ind	PfHsp40 rescue	MazF activator	Anthrax LF inh2	Rv3671c inh	VHR inh abs	Y pestis TopoI	SSB-PriA inh	TcdB GH inh
> O=C(Nc1ccc(F)cc1Cl)c1ccc2c(=O)n3c(nc2c1)CCCCC3
    2	i	0.5	2	-4	3	38	-4	-15	.
> C[C@H](CO)N1C[C@H](C)[C@@H](CN(C)C(=O)Nc2cccc(F)c2)Oc2ncc(Br)cc2C1=O
    .	-0.3	.	1	5	.	.	-8	.	1.0&0.7
> Cn1c(=O)n(-c2cccc(Cl)c2)c(=O)n1C
    8	-0.5	-0.4	0	-1	0	-8	4	-13	.
> CN(Cc1ccccc1)C(=O)CCC1CCN(C(=O)c2ccccc2C(F)(F)F)CC1
    1	i	1.8	3	2	0	10	5	-3	-1.0
> O=C(CCN1CC=C(c2ccccc2)CC1)NCc1ccccc1
    .	i	.	2	-3	.	.	18	.	0.6
> CCOC(=O)c1cc(-c2cccs2)[nH]n1
    -3	i	0.8	6	-7	-2	-1	-3	-12	0.0

The list is partial. The share of hits here may be higher or lower than overall.
